APEX1 inh: qHTS Assay for Inhibitors of the Human Apurinic/apyrimidinic Endonuclease 1 (APE1) | DNA repair nuclease/redox regulator APEX1 (Homo sapiens), P27695 | recombinant APE1, TAMRA/BHQ-2 abasic DNA cleavage fluorescence | Potency, µM (highest dose often 65.8 µM), without a hit: at the highest dose activity change, negative = inhibition, actives largely listed as inhibitors | 0.35% of 350,000 active | AID 2517, 2012;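 also: potency is read from the fitted curve at half-maximal effect; plate controls were vehicle for no effect and reference inhibitor for full effect; nearly all actives have a fitted effect of over 55% in size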
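Kinetic fluorescence read (525 ex/598 em nm, three reads 60 s apart) of AP-site incision; signal = third minus first read. Enzyme 0.75 nM, dual-labelled THF duplex 50 nM, compound preincubation 15 min RT.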
POLI inh: qHTS for Inhibitors of Polymerase Iota | Potency, µM (series often up to 115 µM), for inactives: at the top dose activity, negative = inhibition, actives largely listed as inhibitors | AID 588590, 2011 | Pol iota fluorescent replication assay, 10 min | DNA polymerase iota (Homo sapiens), Q9UNA4 | 1% of 390,000 active; also: potency is read from the fitted curve at half-maximal effect
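Pol iota at 10 nM preincubated 15 min with compounds at room temperature; reaction started with fluorescent substrate, 50 nM final. Fluorescence read kinetically at 0 and 10 min; buffer-only wells as negative control.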
BLM helicase inh: qHTS Assay for Inhibitors of Bloom's syndrome helicase (BLM). recombinant BLM DNA unwinding, fluorescence dequenching. Potency, µM (series often up to 56.1 µM), for inactives: top-dose activity change, negative = inhibition, actives largely listed as inhibitors. 0.2% of 350,000 active. AID 2528, 2010;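 also: potency is read from the fitted curve at half-maximal effect; plate controls were vehicle for no effect and no enzyme for full effect; nearly all actives have a fitted effect of over 35% in size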
Apoferritin bind: qHTS Assay for Identification of Novel General Anesthetics. apoferritin/1-aminoanthracene competitive binding, fluorescence. 0.074% of 350,000 active. Potency, µM (doses to about 77.5 µM), inactives show top-dose activity change, negative = displacement, actives largely listed as inhibitors; also: potency is read from the fitted curve at half-maximal effect; % is scaled to controls: 0 for no effect and ±100 for the full control effect; nearly all actives have a fitted effect of over 20% in size
Target sequence (P02791 2-175 limits assumed): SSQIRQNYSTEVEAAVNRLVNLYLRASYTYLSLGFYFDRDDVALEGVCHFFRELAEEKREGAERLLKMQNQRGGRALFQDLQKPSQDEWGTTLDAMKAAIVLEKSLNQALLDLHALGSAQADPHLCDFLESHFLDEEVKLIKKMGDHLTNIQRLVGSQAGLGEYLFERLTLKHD
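Horse-spleen apoferritin (10 uM) in 50% saturated 1-aminoanthracene in PBS was incubated 10 min at room temperature with compound. Fluorescence (ex 380, em 535 nm) was normalized to free and bound 1-AMA, with concentration-response fitted by a four-parameter Hill equation.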
Pol eta inh: qHTS for Inhibitors of Polymerase Eta; 1.2% of 390,000 active; recombinant Pol eta, fluorescent DNA replication assay; DNA polymerase eta (Homo sapiens), Q9Y253; Potency, µM (series often up to 114 µM), inactives show top-dose activity change, negative = inhibition, hits mostly inhibitors; also: potency is read from the fitted curve at half-maximal effect; % is scaled to controls: 0 for no effect and ±100 for the full control effect
Target sequence (Q9Y253 whole entry, looked up): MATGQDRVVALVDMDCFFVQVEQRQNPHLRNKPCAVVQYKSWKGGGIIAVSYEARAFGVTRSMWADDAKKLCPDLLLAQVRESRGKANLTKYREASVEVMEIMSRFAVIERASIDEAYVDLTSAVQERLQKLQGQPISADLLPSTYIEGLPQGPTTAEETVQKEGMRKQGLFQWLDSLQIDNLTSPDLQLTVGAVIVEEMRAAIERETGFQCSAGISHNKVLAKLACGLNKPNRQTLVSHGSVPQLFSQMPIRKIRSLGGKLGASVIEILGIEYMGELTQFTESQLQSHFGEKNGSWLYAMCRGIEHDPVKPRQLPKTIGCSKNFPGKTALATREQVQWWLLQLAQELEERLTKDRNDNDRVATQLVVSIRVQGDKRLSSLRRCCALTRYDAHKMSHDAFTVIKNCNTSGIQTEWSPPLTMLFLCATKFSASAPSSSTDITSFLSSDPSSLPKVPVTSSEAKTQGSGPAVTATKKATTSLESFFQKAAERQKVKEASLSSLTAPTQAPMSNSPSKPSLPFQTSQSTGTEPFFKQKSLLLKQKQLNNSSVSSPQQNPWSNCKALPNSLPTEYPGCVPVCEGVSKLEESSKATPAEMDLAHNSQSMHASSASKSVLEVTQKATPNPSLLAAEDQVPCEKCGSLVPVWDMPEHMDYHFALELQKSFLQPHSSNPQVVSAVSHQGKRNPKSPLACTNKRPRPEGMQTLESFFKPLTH
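Pol eta (10 nM) was preincubated with compounds for 15 min at room temperature, after which fluorescent replication substrate (50 nM final) was added to start the reaction. Fluorescence was read kinetically at 0 and 10 min.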
PGK inhibitor: qHTS Assay to Find Inhibitors of Phosphoglycerate Kinase | PGK/GAPDH coupled, Kinase-Glo luminescence, 60 min | Potency, µM (top dose mostly 57.5 µM), for the others: at the top dose activity change, negative = inhibition, most hits filed as inhibitors | 0.043% of 380,000 active | AID 602233, 2012; also: potency is read from the fitted curve at half-maximal effect; % is scaled to controls: 0 for no effect and ±100 for the full control effect; nearly all actives have a fitted effect of over 60% in size
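Recombinant glycosomal PGK reaction used 1,3-bisphosphoglycerate generated in-well by GAPDH (100nM final) in 100mM TEA pH 7.6, 5mM MgCl2, 0.01% Tween-20. After 60 minutes at room temperature, ATP was read by Kinase-Glo Plus luminescence end-point.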
POLB inh: qHTS Assay for Inhibitors of DNA Polymerase Beta; P06746; Pol beta primer extension/strand displacement, fluorescence kinetic; Potency, µM (top dose mostly 114 µM), inactives show at the highest dose activity change, negative = inhibition, usual class: inhibitors; 1.3% of 340,000 active; also: potency is read from the fitted curve at half-maximal effect; % is scaled to controls: 0 for no effect and ±100 for the full control effect
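Curves were derived by four-parameter Hill fits of normalized qHTS data. The kinetic fluorescent primer-extension read was taken at 0 and 10 min after 50 nM substrate, following a 15 min room-temperature preincubation of 10 nM enzyme with compounds.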
RXFP1 antag: qHTS Assay for Antagonists of the Relaxin Receptor RXFP1 | Relaxin receptor 1 (Homo sapiens), Q9HBX9 | HEK293-RXFP1, relaxin-stimulated cAMP HTRF, 30 min; hits give low values | activity change, negative = inhibition, % at 57.5 µM | 0.59% of 350,000 active | AID 1259400, 2018;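 active = activity change of -60% or lower, but not beyond a set lower limit; inconclusive = change between -60% and -40%, or beyond the set limit; inactive = change above -40%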; also: % is scaled to controls: 0 for no effect and ±100 for the full control effect
POLK inh: qHTS for Inhibitors of Polymerase Kappa | DNA polymerase kappa (Homo sapiens), Q9UBT6 | purified Pol kappa, fluorescent DNA synthesis assay, 10 min | Potency, µM (highest dose often 107 µM), inactives show top-dose activity, negative = inhibition, usual class: inhibitors | 0.53% of 400,000 active | AID 588579, 2011; also: potency is read from the fitted curve at half-maximal effect; % is scaled to controls: 0 for no effect and ±100 for the full control effect
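Pol kappa 10 nM + cpd, 15 min RT; start w/ substrate 50 nM final; fluorescence kinetic read, 0 and 10 min. Neg ctrl: buffer, no enzyme.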
* marks the source's active call; other numbers are inactive results; i = inactive; ? = inconclusive; . = no result given; [ ] = remark or other dose. Unless noted, calls follow the shape of the dose curve; as a rule, active = well fitted curve in the direction sought with a large enough effect; inconclusive = small, poorly fitted or top-dose-only effect, or another doubt; inactive = no such curve, though single readings can be large; an effect the other way counts as inactive or inconclusive.

SMILES | APEX1 inh | POLI inh | BLM helicase inh | Apoferritin bind | Pol eta inh | PGK inhibitor | POLB inh | RXFP1 antag | POLK inh
CC(=O)Nc1ccc(S(=O)(=O)N2CCN(S(=O)(=O)N3CCC(C)CC3)CC2)cc1 | 17% | 48%[activator] | 1% | -2% | -13% | i | 0% | -6 | 2%
O=C1OCCC/C1=C\c1ccc2c(c1)OCO2 | -4% | 7% | -9% | -10% | 1% | -3% | -12% | 0 | 7%
COc1cc(OC)cc(C(=O)NN2CCOCC2)c1 | 47%[activator] | 21% | -7% | -5% | 4% | -1% | -24% | 8 | -3%
COc1ccc(CC(=O)NCc2ccc3c(c2)cc(C)n3C)cc1 | -3% | -17% | 1% | -19% | 1% | -1% | 20% | 3 | -3%
COc1ccc(Cl)cc1S(=O)(=O)NCc1nc2nc(C)cc(C)n2n1 | 13% | 3% | -1% | -13% | -1% | -11% | -9% | -5 | -7%
NS(=O)(=O)c1ccc(Nc2ccc3cc(S(=O)(=O)N4CCCCC4)ccc3n2)cc1 | -6% | ? | -8% | 96%[activator] | ? | i | -17% | 0 | -14%
O=C(CSc1nnc(NC(=O)C2CC2)s1)Nc1ccccc1C(F)(F)F | 12% | 5% | 1% | -3% | -19% | -9% | 53% | -11 | -3%
Cc1cccc(CNC(=O)CN2C(=O)C3CCCCN3c3ccc(C(=O)N4CCCC4)cc32)c1 (stereo not given) | . | 12% | 4% | -2% | -14% | -7% | 2% | -11 | -4%[60.1 µM]
COc1ccc(CCC(=O)NCCS(=O)(=O)N2CCN(c3ccc(OC)cc3)CC2)cc1 | 24% | 20% | -4% | 1% | -9% | 0% | 7% | 7 | 8%
CCOc1ccc(-c2noc(CCC(=O)NC)n2)cc1OCC | 5% | 2% | 0% | -10% | ? | -10% | 11% | -10 | -4%
Cc1cnc(NC(=O)c2cc3ccccc3o2)s1 | -3% | 3% | -7% | -10% | -17% | -3% | 0% | 11 | 3%
CCC(=O)Nc1ccc(-c2nnc(SCc3ccc(C(=O)Nc4nccs4)cc3)n2CC)cc1 | 3% | 9% | 0% | -6% | -4% | i | -35% | -16 | -8%
O=C(Nc1ccc(-c2nc3ccccc3o2)cc1)c1ccc2c(c1)OCO2 | 9% | 12% | -3% | -6% | 2% | -3% | 17% | 9 | 1%
CCC(CC)C(=O)Nc1cc(-c2ccccc2F)nn1-c1ccccc1 | . | -1% | -1% | -9% | -6% | i | 0% | . | -2%[60.1 µM]
O=CN1CC(=O)N(c2ccccc2)c2c([nH]c3ccccc23)C1 | 3% | 1% | -3% | -8% | -16% | -11% | 25% | -3 | 7%

The final four entries of the part above open the next one.
SMILES | APEX1 inh | POLI inh | BLM helicase inh | Apoferritin bind | Pol eta inh | PGK inhibitor | POLB inh | RXFP1 antag | POLK inh
CCC(=O)Nc1ccc(-c2nnc(SCc3ccc(C(=O)Nc4nccs4)cc3)n2CC)cc1 | 3% | 9% | 0% | -6% | -4% | i | -35% | -16 | -8%
O=C(Nc1ccc(-c2nc3ccccc3o2)cc1)c1ccc2c(c1)OCO2 | 9% | 12% | -3% | -6% | 2% | -3% | 17% | 9 | 1%
CCC(CC)C(=O)Nc1cc(-c2ccccc2F)nn1-c1ccccc1 | . | -1% | -1% | -9% | -6% | i | 0% | . | -2%[60.1 µM]
O=CN1CC(=O)N(c2ccccc2)c2c([nH]c3ccccc23)C1 | 3% | 1% | -3% | -8% | -16% | -11% | 25% | -3 | 7%
CN(C)CCNCc1ccc(OC2CCCC2)cc1 | 0% | -19%[58.9 µM] | 1% | ? | -18% | 1% | -24% | 2 | 1%
Cc1ccc(Oc2c(C(F)(F)F)oc3c(CN4CCCCC4C)c(O)ccc3c2=O)cc1 (stereo not given) | . | 20% | -5% | 10% | -4% | 2% | 1% | . | -8%
COc1ccc(-c2nc3ccccc3s2)cc1O | -3% | ? | ? | -10% | -14% | -6% | -24% | -8 | -6%
CN(C)/C=C/C(=O)c1ccc2noc(-c3ccccc3)c2c1 | -13% | 79µM* | -5% | 6% | ? | -2% | ? | -19 | -18%
Cc1cc(O)cc2c1C1CCC3(C)C(O)CCC3C1C=C2 (stereo not given) | . | 10% | . | . | -5% | 2% | . | 5 | -11%
Cc1ccc(C(=O)N2CC(C(=O)O)C2)cc1 | 0% | 55%[activator] | -2% | -13% | -13% | i | -16% | -3 | 5%
CCOC(=O)C1=C(C)N(C2CCCCC2)C(=O)C1 | -1% | -6% | -1% | -19% | 2% | 2% | 12% | -13 | -3%
COc1ccc(CNC(=O)Cc2c(C)c3cc4c(C)coc4c(C)c3oc2=O)cc1 | . | 14% | -3% | -3% | -18% | -3% | -1% | -10 | -8%
Fc1ccccc1-c1nc(N2CCN(c3cccc(Cl)c3)CC2)c2ccccc2n1 | . | 29% | -11% | 4% | -9% | i | -3% | . | -15%
COc1ccccc1CNC(=O)CCc1ccccc1 | 30% | 19% | -5% | -3% | -9% | -1% | 2% | 3 | 0%
COC(=O)c1sccc1NC(=O)COc1ccc(C)cc1 | -3% | -28% | -10% | ? | -9% | -5% | 5% | 3 | -3%
CC(=O)C1=C(O)C(=O)OC1c1ccc(C)cc1 (stereo not given) | 25% | 3% | -4% | 0% | -17% | 4% | 16% | -5 | -15%
Oc1ccc2ccccc2c1C=NC12CN3CCN(CN(C3)C1)C2 | -5% | 20µM* | -12% | -7% | 20µM* | -9% | 4% | 11 | -9%
Cc1cccc(C)c1NC(=O)CNC(=O)c1ccc(NS(=O)(=O)c2ccc3[nH]c(=O)[nH]c3c2)cc1 | 21% | 42%[activator] | . | . | 4% | i | . | -2 | -19%
Cc1cn(CC2COC(C)(C)O2)c(=O)[nH]c1=O (stereo not given) | 9% | ? | -1% | -5% | 1% | -10% | 40% | -1 | -4%
Cc1ccc(S(=O)(=O)N/N=C/c2c[nH]c3ccccc23)cc1 | -5% | 54%[activator] | -3% | ? | -16% | 2% | 8% | -5 | -2%
CN(C)C(=O)CSc1ccc(S(=O)(=O)N2CCOCC2)cn1 | -2% | -10% | . | . | -15% | -2% | . | 10 | -15%
COc1ccc(CNCc2cccc3ccccc23)cc1 | -19% | 15% | -5% | -12% | -15% | -10% | 33% | -6 | 8%
Cc1ccc(O)c(N=Cc2cccs2)c1 | -6% | -14% | -2% | -9% | -14% | i | 29% | 2 | -10%
CCOc1ccc(CCNC(=O)CS(=O)Cc2nc(-c3ccc(OC)cc3)oc2C)cc1OCC (stereo not given) | 53%[activator] | 34% | -1% | -7% | -9% | 0% | 19% | 1 | 3%
COc1ccc(NC(=O)CSc2ccc3nnc(CCNC(=O)c4ccccc4)n3n2)cc1 | 30% | 43% | -3% | -8% | 1% | i | 30% | 5 | 4%
COc1ccc(NC(=O)Cn2c(=O)c3cccn3c3ccccc32)cc1 | . | ? | -6% | -5% | 15% | i | -1% | -8 | -17%
CC(/C=N/NC(=O)C(O)c1ccccc1)=C\c1ccccc1 (stereo not given) | 1% | -21% | -2% | -15% | 3% | -9%[11.5 µM] | -9% | -3 | -6%
COCCNC(=S)N1CCC(NC(=O)C23CC4CC(CC(C4)C2)C3)CC1 | 16% | 172%[activator] | -5% | -7% | -17% | -2% | 17% | 2 | -2%
CCNC(=O)COC(=O)CNC(=O)c1cc(Cl)cc([N+](=O)[O-])c1 | -9% | 155%[activator] | -1% | 35%[activator] | -10% | -5% | -6% | -1 | -8%
COc1ccc(-c2cc(C(=O)Nc3ccc(S(=O)(=O)Nc4onc(C)c4C)cc3)c3ccccc3n2)cc1 | -3% | -18% | -1% | 1% | ? | -5% | ? | 5 | 3%
Cc1ccc(S(=O)(=O)N2CCC(C(=O)NCCN3CCCCCC3)CC2)cc1 | -2% | 3% | 3% | 2% | 2% | -2% | 8% | -9 | 6%
CC(C)(C)c1csc(CS(=O)(=O)c2ccccn2)n1 | 0% | 11% | 3% | 6% | -18% | -8% | 5% | 5 | 4%
O=C(O)CCCCCN1C(=O)/C(=C/c2ccncc2)SC1=S | 2% | ? | -2% | -17% | -28% | 0% | 6% | . | -7%
CN1CCN(c2nc(-c3cccc([N+](=O)[O-])c3)nc3ccccc23)CC1 | -12% | ? | 3% | -7% | -11% | -1% | -13% | -8 | -20%
COc1cc(NC(=O)CSCc2cnn(-c3ccccc3)c2-n2cccc2)cc(OC)c1 | -5% | ? | -12% | -1% | ? | 6% | ? | -7 | -21%
Cc1cc(=O)oc2cc(OCC(=O)NC3(C#N)CCCCC3)c(Cl)cc12 | 10% | 28% | . | . | -18% | 5% | . | -6 | 0%
CCOC(=O)C1=CN(Cc2ccco2)S(=O)(=O)N(CC)C1c1cccc(OC)c1 (stereo not given) | -6% | -12% | . | . | -4% | 0% | . | . | -18%
O=c1[nH]nc(Cc2ccc(Cl)cc2Cl)c2ccccc12 | 1% | ? | 0% | -8% | 1% | i | 7% | -4 | 5%
CC(=O)c1ccc(S(=O)(=O)N2CCn3cccc3C2C)cc1 (stereo not given) | 5% | ? | . | . | -15% | 1% | . | 8 | -8%
COc1ccc(/C(C)=N/NC(=O)CNC(=O)c2cccnc2)c(OC)c1 | 3% | ? | -3% | 4% | 5% | . | 16% | 5 | -1%
O=C1c2ccccc2C(=O)C1C(=O)C1CC1 | . | 43%[activator] | . | . | -5% | 3% | . | -3 | 0%
Cc1ccc(N2CC(C(=O)NCCC3=CCCCC3)CC2=O)cc1 (stereo not given) | -10% | 21% | . | . | -18% | 0% | . | -11 | -5%

Screening data from PubChem.

This is a subset (hit frequency here may not be typical).
